High-throughput results (PubChem)
FBPA Giardia inh: Giardia lamblia aldolase inhibition | A8B2U2 | purified Giardia FBPA | Potency, µM (series often up to 59.6 µM), inactives show at the highest dose activity, negative = inhibition, hits mostly inhibitors | 0.71% of 290,000 active; also: potency is read from the fitted curve at half-maximal effect; nearly all actives have a fitted effect of over 55% in size
Target sequence (A8B2U2 whole entry, looked up): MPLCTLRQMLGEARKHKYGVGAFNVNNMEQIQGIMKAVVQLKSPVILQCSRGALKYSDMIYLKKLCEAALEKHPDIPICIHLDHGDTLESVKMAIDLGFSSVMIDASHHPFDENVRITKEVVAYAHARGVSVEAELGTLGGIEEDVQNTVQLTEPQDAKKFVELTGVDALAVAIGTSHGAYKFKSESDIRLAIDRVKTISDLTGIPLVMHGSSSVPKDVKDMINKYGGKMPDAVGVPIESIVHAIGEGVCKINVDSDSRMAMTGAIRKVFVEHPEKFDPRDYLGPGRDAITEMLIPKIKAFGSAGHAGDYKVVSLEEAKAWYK
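Giardia FBPA (40 nM reagent) was preincubated 10 min at RT with compound (up to 57.5 uM final), then substrate plus GAPDH/TPI/NAD/arsenate coupling system with diaphorase/resazurin was added; resorufin fluorescence (525/598 nm) was read after 20 min.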
AMA1-RON2 inh: AMA1-RON2 (P. falciparum) interaction inhibition; AlphaScreen AMA1-biotinylated RON2 peptide binding; Potency, µM (doses to about 58.2 µM), for the others: at the highest dose activity change, negative = inhibition, most hits filed as inhibitors; 0.2% of 360,000 active;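 also: potency is read from the fitted curve at half-maximal effect; 0% = vehicle wells and -100% = peptide control; nearly all actives have a fitted effect of over 45% in size; some results filed as inactive show a strong effect at the top dose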
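AMA1 (3D7) with his tag at 25 nM final met compounds first, then biotinylated RON2 peptide at 25 nM; detection used donor plus acceptor beads, 10 µg/mL apiece, read by AlphaScreen after 30 min at room temperature.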
HCV inh: inhibitors of hepatitis C virus infection. AID 651820. 3.4% of 340,000 active. Potency, µM (doses to about 41.8 µM), for inactives: at the top dose activity change, negative = inhibition, most hits filed as inhibitors. Huh7.5.1 HCVcc-Cre infection, luciferase reporter, 44 h; also: potency is read from the fitted curve at half-maximal effect
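Seed cells (1,000/well) for 4 h; treat with compound and infect with HCVcc-Cre, moi about 0.5. Incubate 44 h, then detect luciferase activity.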
AmpC detergent: AmpC beta-lactamase inhibition with detergent present. AmpC hydrolysis of nitrocefin, absorbance 480 nm, 0.01% Triton. 0.041% of 370,000 active. Potency, µM (top dose mostly 114 µM), without a hit: top-dose activity change, negative = inhibition, actives largely listed as inhibitors. P00811. AID 485294;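 also: potency is read from the fitted curve at half-maximal effect; 0% = no-compound wells and -100% = no-enzyme wells; nearly all actives have a fitted effect of over 25% in size; some results filed as inactive show a strong effect at the top dose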
Target sequence (P00811 whole entry, looked up): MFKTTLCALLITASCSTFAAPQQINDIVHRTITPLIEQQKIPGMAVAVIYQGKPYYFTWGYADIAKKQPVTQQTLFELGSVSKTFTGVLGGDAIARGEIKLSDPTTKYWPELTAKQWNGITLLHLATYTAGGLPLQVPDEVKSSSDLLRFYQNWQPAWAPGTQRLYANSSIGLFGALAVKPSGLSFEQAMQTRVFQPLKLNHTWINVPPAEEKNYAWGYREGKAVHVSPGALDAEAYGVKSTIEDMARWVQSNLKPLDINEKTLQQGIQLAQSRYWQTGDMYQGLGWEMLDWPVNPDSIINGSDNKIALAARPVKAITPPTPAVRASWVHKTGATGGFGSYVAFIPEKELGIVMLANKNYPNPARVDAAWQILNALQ
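20 mM phosphate pH 7.0 + 0.01% (detergent screen) or 0.0001% Triton X-100; 5.3 nM AmpC reagent; cpd preinc 15 min RT; nitrocefin (800 uM stock) to start; A480 q20 s × 4 min; Activity was normalised to no-enzyme and no-compound control wells.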
HCMV antiviral: inhibitors of human cytomegalovirus; HFF cells, HCMV-luciferase reporter, 72 h; hits give low values; activity change, negative = inhibition, % at 57.5 µM; 4.5% of 410,000 active; in the data active = activity change below about -60%; inconclusive = no clear call, values can overlap the other calls; inactive = above about -39%
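After 16 h attachment at 37C, HFF cells received test compound and HCMV-luciferase (1 PFU/cell); reporter luminescence read 72 h later, data normalized against buffer-only and known inhibitor Salinomycin.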
Sm TGR block: inhibitors of Schistosoma mansoni thioredoxin glutathione reductase; purified TGR, DTNB reduction, TNB absorbance 405 nm; Potency, µM (highest dose often 114 µM), without a hit: at the highest dose activity change, negative = inhibition, usual class: inhibitors; AID 485364; Q962Y6; 3% of 360,000 active; also: potency is read from the fitted curve at half-maximal effect; nearly all actives have a fitted effect of over 60% in size
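Kinetic colorimetric format: TGR-catalysed, NADPH-driven DTNB reduction monitored via TNB absorbance. Enzyme dispensed at 20 nM; compound exposure 15 min at room temperature before reaction start.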
* hit, by the source's call; ? = inconclusive; . = not tested or not shown; & = joins results of further samples; [ ] = dose if it differs, or a comment. Unless noted, calls follow the shape of the dose curve; as a rule, active = well fitted curve in the direction sought with a large enough effect; inconclusive = small, poorly fitted or top-dose-only effect, or another doubt; inactive = no such curve, though single readings can be large; an effect the other way counts as inactive or inconclusive. Unless noted, % is scaled to controls: 0 for no effect and ±100 for the full control effect.

Abbreviations – A = FBPA Giardia inh; B = AMA1-RON2 inh; C = HCV inh; D = AmpC detergent; E = HCMV antiviral; F = Sm TGR block
1) CCc1nn(C(C)C(=O)N2CCN(Cc3ccccc3)CC2)c(=O)c2cc3occc3n12 (configuration not stated)
  A: 3%; B: -3%; C: ?; D: -6%; E: 15; F: 0%
2) Cc1ccccc1C(=O)NC1CC2CCCC(C1)N2Cc1ccc(Cl)cc1 (configuration not stated)
  A: 2%; B: -9%; C: 5%; D: -18%; E: 6; F: -24%
3) O=C(C1CCCN(S(=O)(=O)c2ccccc2[N+](=O)[O-])C1)N1CCN(c2ccccc2)CC1 (configuration not stated)
  A: -1%; B: -7%; C: ?; D: ?; E: -20; F: 4%
4) O=C(CN1CCOCC1)Nc1cccc(S(=O)(=O)N2CCCCCC2)c1
  A: 1%; B: 8%; C: 9%; D: 4%; E: 41; F: -2%
5) CCOc1ccc(CN(C)C(C)C(=O)NCc2ccccc2)cc1 (configuration not stated)
  A: 4%; B: -5%; C: 6%; D: 1%; E: -3; F: -4%
6) Cc1ccc(S(=O)(=O)NCCN(CCNS(=O)(=O)c2ccc(C)cc2)S(C)(=O)=O)cc1
  A: 3%; B: -8%; C: -2%; D: -6%; E: 51; F: 2%
7) COc1cc(C(=O)c2c(C)c(CCC#N)n3ccccc23)cc(OC)c1OC
  A: -8%; B: 0%; C: -2%; D: -10%; E: ?; F: -25%
8) O=S(=O)(c1cccc(S(=O)(=O)N2CCCC2)c1)N1CCCCC1
  A: 1%; B: 10%; C: 13%; D: ?; E: -8; F: 3%
9) COc1ccccc1NC(=O)C(C/C=C(/C)Cl)C(C)=O (configuration not stated)
  A: 5%; B: 22%; C: 10%; D: 0%; E: 20; F: 9%
10) Cc1ccc(-c2nc(SCC(=O)N3CCc4ccccc43)c3c(=O)n(C)c(=O)n(C)c3n2)cc1
  A: .; B: .; C: .; D: 1%; E: -2; F: 1%
11) COC(=O)c1nccc2c1[nH]c1ccccc12
  A: .; B: 19%; C: 0%; D: -2%; E: -10; F: -4%
12) CCOC(=O)C1CCN(C(=O)CCc2nc3ccccc3[nH]2)CC1
  A: 3%; B: -5%; C: 9%; D: 0%; E: -2; F: 4%
13) O=C(O)c1cccc(Sc2cc(Cl)ccc2C(=O)O)c1
  A: .; B: 3%; C: 14%; D: -8%; E: 8; F: -3%
14) COc1ccccc1CCNC(=O)C(=O)NCC1OCCN1C(=O)c1ccc(Cl)cc1 (configuration not stated)
  A: 0%; B: 2%; C: -23%; D: 3%; E: -32; F: -3%
15) Cc1nn(-c2ccccc2)c2c1C1(C(=O)N3c4c(cccc41)C(C)CC3(C)C)C(C#N)=C(N)O2 (configuration not stated)
  A: ?; B: -23%; C: -21%; D: 7%; E: -6; F: ?
16) CCOc1ccc2c(c1)C(c1cccs1)=NNC(c1cccnc1)=N2
  A: -28%; B: -8%; C: 8%; D: -6%; E: -71*; F: 4%
17) CC[n+]1c(-c2ccccc2)c2cc(N)ccc2c2ccc(N)cc21
  A: ?; B: -12%; C: ?; D: .; E: -100*; F: .
18) Nn1c(C2CCC2)nc2ccccc2c1=O
  A: 2%; B: -4%; C: 20%; D: ?; E: -4; F: ?
19) COc1ccc(C2=NS(=O)(=O)N(C)C(C(=O)N3CCOCC3)=C2)cc1
  A: 0%; B: -1%; C: 11%; D: -14%; E: 7; F: -5%
20) CCN(Cc1ccccc1)C(c1cccs1)c1nnnn1C1CCCCC1 (configuration not stated)
  A: -4%; B: 7%; C: ?; D: ?; E: -26; F: 8%
21) COc1ccc(Cl)c(Cn2c(NCCN)nc3c2c(=O)n(C)c(=O)n3C)c1
  A: .; B: .; C: .; D: -5%; E: -5; F: 1%
22) Cc1cc([N+](=O)[O-])nn1CCCC(=O)NC1CCCCC1
  A: -2%; B: 9%; C: 16%; D: -1%; E: -31; F: -8%
23) Cc1ccc(CNC(=O)c2c(C)cc(=O)oc2C)cc1
  A: -5%; B: -2%; C: 7%; D: -12%; E: 51; F: 0%
24) COc1ccc(C(=O)COC(=O)C2CCCN2C(=O)C23CC4CC(CC(C4)C2)C3)cc1 (configuration not stated)
  A: 1%; B: -5%; C: 6%; D: -16%; E: -32; F: -17%
25) COc1ccc(-n2c(=O)c3sc4ccccc4c3n(Cc3ccccc3)c2=O)cc1
  A: .; B: .; C: .; D: 2%; E: -8; F: -8%
26) COc1cc(OC)cc(C(=O)NCCc2csc3nc(-c4ccccc4F)nn23)c1
  A: .; B: .; C: .; D: -1%; E: -6; F: 2%
27) CSc1nc(-c2ccc(Cl)cc2)nn1C(=O)c1ccccc1
  A: -2%; B: -7%; C: 0%; D: -10%; E: ?; F: -6%
28) CSc1ccc(C(=S)N2CCN(C)CC2)cc1
  A: -23%; B: -6%; C: 0%; D: 1%; E: 51; F: 3%
29) CN(C)CCCNc1cn[nH]c(=O)c1Cl
  A: 3%; B: 11%; C: 19%; D: -2%; E: -3; F: -3%
30) CSc1sccc1/C=N/NC(=O)c1ccncc1
  A: -8%; B: 95%[activator]; C: -27%; D: ?; E: -2; F: -4%
31) COc1ccc(NC(=O)c2cnc3sc(N4CCOCC4)nn3c2=O)c(OC)c1
  A: .; B: .; C: .; D: 1%; E: 15; F: 6%
32) COC(=O)c1cccc(NC(=O)Cc2ccc(OC)cc2)c1C
  A: 2%; B: 4%; C: -7%; D: 3%; E: 36; F: 0%
33) Cc1ccc(-c2csc(N3CCN(c4cc5c(cc4Cl)nc(-c4ccncc4)n5CCN4CCCCC4)CC3)n2)cc1
  A: ?; B: 0%; C: -17%; D: -13%; E: -1; F: 6%
34) Cc1ccc(NC(=O)CN(C)C(=O)c2cc(S(=O)(=O)N(C)C)ccc2N2CCCC2)cc1
  A: .; B: 4%; C: -30%; D: ?; E: -27; F: 0%
35) O=C1CCC(C2CCc3cc(O)ccc3C2)C1 (configuration not stated)
  A: .; B: 1%; C: 1%; D: .; E: 1; F: .
36) C=CCNc1nnc(SCC(=O)N2CCC(C(N)=O)CC2)s1
  A: .; B: -8%; C: 34%[activator]; D: 9%; E: 17; F: 3%
37) Cc1ccnc(NC(=O)CCN2C(=O)c3ccccc3S2(=O)=O)n1
  A: .; B: -4%; C: 10%; D: ?; E: -28; F: -13%
38) COc1ccc2c(c1)O[C@@H](c1cccc(C(F)(F)F)c1)[C@H](OC(=O)Nc1ccc(OC(F)F)cc1)C2=O
  A: -2%&-11%; B: 19%; C: ?; D: -3%; E: .; F: -15%
39) Cc1c(C(=O)NCc2cccnc2)sc2nc(-c3ccc(F)cc3)cn12
  A: -1%; B: 0%; C: 11µM*; D: 3%; E: -22; F: 4%
40) Cc1cccc2cc(C#N)c(SCC#N)nc12
  A: 1%; B: 0%; C: 4%; D: -1%; E: -67*; F: -1%
41) CCCCCOc1ccc(C(=O)C(c2ccccc2)N2CCOCC2)cc1 (configuration not stated)
  A: -11%; B: 0%; C: 0%; D: -9%; E: ?; F: 2%
42) CN1CCN(c2ccc(Cl)cc2NC(=O)/C=C/c2cccc(F)c2)CC1
  A: -1%; B: -3%; C: ?; D: 3%; E: 26; F: 1%
43) O=c1c2c3c(sc2ncn1/N=C/c1ccncc1)CCCC3
  A: 3%; B: 11%; C: 7%; D: 3%; E: 64; F: 0%
44) COc1ccc(C(=O)COC(=O)CNC(=O)c2cccs2)cc1Br
  A: 8%; B: -1%; C: 23%; D: -5%; E: 25; F: -32%
45) CC(C)C(=O)Nc1cccc(C(=O)Nc2cc([N+](=O)[O-])ccc2Cl)c1
  A: 2%; B: 0%; C: ?; D: 1%; E: ?; F: 0%
46) Cc1onc(-c2ccccc2)c1C(=O)NCCCc1ccccc1
  A: .; B: 4%; C: 2%; D: -9%; E: 4; F: -20%
47) COc1ccc(-c2csc3nc(-c4cccnc4)nc(N4CCC(C(N)=O)CC4)c23)cc1OC
  A: -4%; B: 3%; C: -9%; D: 10%; E: 77; F: -8%
48) CCOc1ccc(NC(=O)[C@@H](c2ccccc2)N2Cc3ccccc3C2=O)cc1
  A: .; B: .; C: .; D: 2%; E: -4; F: 14%
49) CCc1ccc(N(C(=O)c2csnn2)C(C(=O)NC(C)(C)C)c2cccnc2)cc1 (configuration not stated)
  A: 6%; B: -17%; C: 0%; D: 3%; E: -38; F: 3%[57.1 µM]
50) CCCOc1ccc(C(=O)Nc2ccc(S(=O)(=O)Nc3cc(C)nc(C)n3)cc2)cc1
  A: 1%; B: 4%; C: -16%; D: 7%; E: ?; F: -10%

Later entries
Abbreviations – A = FBPA Giardia inh; B = AMA1-RON2 inh; C = HCV inh; D = AmpC detergent; E = HCMV antiviral; F = Sm TGR block
51) CC(C(=O)O)c1ccc(-c2ccccc2)c(F)c1 (configuration not stated)
  A: 29%&15%&10%; B: -4%&6%; C: 3%; D: -13%&-12%; E: -28&26; F: 2%&-9%
52) C[C@H](NC(=O)N1C[C@H]2C[C@@H](C1)c1cccc(=O)n1C2)C(=O)Nc1ccc(F)c(F)c1
  A: 5%; B: 62%[activator]; C: -15%; D: 5%; E: 12; F: -11%
53) CC(C)CN(C(=O)COC(=O)c1cnc(Cl)c(Cl)c1)c1c(N)n(Cc2ccccc2)c(=O)[nH]c1=O
  A: .; B: -16%; C: ?; D: -13%; E: 9; F: -1%
54) Cc1nc2ccn(Cc3ccco3)c(=O)c2cc1C(=O)NCc1ccccc1
  A: .; B: .; C: .; D: 5%; E: ?; F: -10%
55) CN(C)CCOC1(Cc2ccc(F)cc2)CCC(C(C)(C)C)CC1 (configuration not stated)
  A: .; B: 11%; C: -10%; D: .; E: ?; F: .
56) Cc1ccc(NC(=O)CSc2nc3ccccc3c3nc(CCn4cncc4C)nn23)cc1F
  A: .; B: .; C: .; D: 8%; E: ?; F: -1%
